Compound activity from PubChem.
mcGAS RapidFire = blocks mouse cGAS cGAMP production. Q8C6L5. recombinant mouse cGAS, cGAMP by RapidFire MS. inhibition, % at 12.5 µM. actives 0.18% (n = 130,000). AID 1259397;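 active means inhibition of cGAS enzyme activity at or above 60%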;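 further: enzyme stimulated by 45 bp dsDNA with ATP and GTP substrates; cGAMP share of summed cGAMP plus half ATP and half GTP signals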
Target sequence (Q8C6L5 whole entry, looked up): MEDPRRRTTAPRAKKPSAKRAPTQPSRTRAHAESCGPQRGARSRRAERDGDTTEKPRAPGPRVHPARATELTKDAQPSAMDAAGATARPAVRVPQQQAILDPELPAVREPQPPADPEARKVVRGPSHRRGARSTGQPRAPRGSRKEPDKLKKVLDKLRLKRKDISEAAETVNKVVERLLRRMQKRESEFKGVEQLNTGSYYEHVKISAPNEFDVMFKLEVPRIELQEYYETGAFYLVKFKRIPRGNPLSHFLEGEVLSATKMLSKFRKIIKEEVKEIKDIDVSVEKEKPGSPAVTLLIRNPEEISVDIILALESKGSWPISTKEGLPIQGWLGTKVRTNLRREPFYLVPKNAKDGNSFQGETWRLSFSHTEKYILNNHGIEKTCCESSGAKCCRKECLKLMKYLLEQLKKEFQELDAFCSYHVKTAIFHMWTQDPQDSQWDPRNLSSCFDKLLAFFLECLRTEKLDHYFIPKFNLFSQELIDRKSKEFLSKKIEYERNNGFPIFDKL
An asterisk follows results filed as active; & = joins results of further samples.

SMILES	mcGAS RapidFire
COc1ccc(C(CN2CCN(C)CC2)NC(=O)c2ccc3c(c2)CCC3)cc1 (configuration not stated)	-1
Cc1c(C(=O)Nc2cccc(Oc3ccccc3)c2)sc(=O)n1CCc1ccccc1	-5
CCOC(=O)C1(C/C=C/c2ccccc2)CCCN(C(=O)c2ccc3c(c2)OCO3)C1 (configuration not stated)	-3
CCNC(=O)C1CCCN(C(=O)NCc2ccnc(N3CCCCC3)c2)C1 (configuration not stated)	-5
CC(C)N(c1ccccc1)c1ccc(NC(=O)C2CCC2)cc1	-14
N#Cc1c(NC(=O)CCCC(=O)Nc2sc3c(c2C#N)CCC3)sc2c1CCC2	-8
CCCCN(C)S(=O)(=O)NCc1cc2ccccc2[nH]1	4
CCC(C)n1c(C)c(C)n2c3c(=O)n(CCN4CCOCC4)c(=O)n(C)c3nc12 (configuration not stated)	4
CCCN1CCCc2cc(CCNS(=O)(=O)CC(C)C)ccc21	1
CS(=O)(=O)NCCCNC(=O)c1cc2c(s1)-c1ccccc1CC2	7
COc1ccc2c(c1)CCCN(C(=O)CCNC(=O)C1CC1C)C2 (configuration not stated)	-54
C=CCN1C(=O)C(=CN(C)C)SC1=NS(=O)(=O)c1cccs1	-1
Cc1ccccc1Oc1ncccc1CNC(=O)CCC1CCOC1=O (configuration not stated)	-26
COc1ccc2oc(=Nc3cccc(/C=C/C(=O)O)c3)c(C(N)=O)cc2c1	-4
COC(=O)c1cn(C(=O)CCC2CCCC2)c2ccccc12	1
COc1ccc(Cl)cc1NC(=O)CCC1CCCN(C(=O)Cc2nonc2C)C1 (configuration not stated)	-1
Cn1ccc(NC(=O)C2CCCCC2)n1	-15
NNc1nc2ccccc2[nH]c1=S	-6
CCCCN(CCCC)C(=O)c1cc2c(=O)n3ccccc3nc2s1	-7
Cc1nc2c(C)cccn2c(=O)c1NC(=O)c1ccc(C(F)(F)F)cc1	-13
Cc1nc2cc(NC(=O)CN3C(=O)NC4(CCC(C)CC4)C3=O)ccc2o1 (configuration not stated)	2
C1CCN(c2nc(NC3CCCC3)nc3n[nH]nc23)CC1	1
COc1ccc(-c2nn(-c3ccccc3C)cc2CN(C)C(C)c2ccncn2)cc1F (configuration not stated)	-3
Cc1nc(C(=O)N(C)CC2CCCN(CCc3ccc(Cl)cc3)C2)cs1 (configuration not stated)	-11
CC1=NN(c2nc(C)cc(C)n2)C(=O)C1Cc1ccc(Br)cc1 (configuration not stated)	-6
CCC(C(=O)NCc1ccc2[nH]c(C)c(C)c2c1)N1Cc2ccccc2C1=O (configuration not stated)	-10
O=C1NC2(CCc3ccccc32)C(=O)N1Cc1cc2c(cc1Br)OCO2 (configuration not stated)	-6
O=C(CN1CCC(NS(=O)(=O)c2ccccc2)CC1)NCc1ccccc1	-3
Cc1ccc(S(=O)(=O)N(C)CC(=O)N2CCC(C(N)=O)CC2)cc1	-8
CCOC(=O)C1CCN(C(c2ccncc2)c2c(O)cc(C)n(Cc3ccco3)c2=O)CC1 (configuration not stated)	-6
CC(Oc1ccc(Cl)cc1Cl)C(=O)Nc1ccc(N2CCCC2=O)c(Cl)c1 (configuration not stated)	-9
O=C(c1cccc(F)c1F)N1CCCC2(CCNCC2)CC1	-15
Cc1ccccc1C1=NOC2CN(c3ccc(C(N)=O)cc3)CC12 (configuration not stated)	-7
Cc1nc2ccccc2n1CC1CC1(Cl)Cl (configuration not stated)	20
CCCNC(=O)c1ccc(Cl)cc1N1CCCC1=O	-6
O=C(Nc1cc(C(=O)NCCc2cscn2)c2c(c1)ncn2C1CCCC1)c1ccccc1	-7
CC(C1CC1)N(C(=O)CS(=O)(=O)c1nccs1)C1CC1 (configuration not stated)	-2
Cn1nc(C(=O)NCc2ccc3[nH]c4c(c3c2)CCCC4)ccc1=O	1
Cc1ccc(NC(=O)CC(C)n2cncn2)cc1 (configuration not stated)	-8
O=C(c1cccs1)N(CCN1CCOCC1)c1nc2c(F)cccc2s1	-9
O=c1oc2ccccc2c2c1SC(C(F)(F)F)C2 (configuration not stated)	-19
O=C(Nc1ccc2c(c1)OCCO2)c1csc(-c2cc3ccccc3[nH]2)n1	-1
CC(NS(=O)(=O)c1ccc(F)cc1F)C1CC2CCC1C2 (configuration not stated)	4
OC(CSc1nnc(N2CCCCC2)n1CC1CCCO1)c1ccccc1 (configuration not stated)	-4
CC1=C(C(=O)N2CCOc3ccccc3C2)C(c2cccnc2)NC(=O)N1 (configuration not stated)	-13
CC(C)NC(=O)COc1ncnc2scc(-c3ccc(F)cc3)c12	1
COCCN(Cc1ccccc1)C(=O)c1ccc(S(=O)(=O)NC2CC2)cc1	-3
CCc1cccc(N(C(=O)c2cccc(S(C)(=O)=O)c2)C2CC3CCC2C3)c1 (configuration not stated)	4

Laid out differently: entries from further up.
mcGAS RapidFire	canonical_smiles
-11	Cc1nc(C(=O)N(C)CC2CCCN(CCc3ccc(Cl)cc3)C2)cs1 (configuration not stated)
-6	CC1=NN(c2nc(C)cc(C)n2)C(=O)C1Cc1ccc(Br)cc1 (configuration not stated)
-10	CCC(C(=O)NCc1ccc2[nH]c(C)c(C)c2c1)N1Cc2ccccc2C1=O (configuration not stated)
-6	O=C1NC2(CCc3ccccc32)C(=O)N1Cc1cc2c(cc1Br)OCO2 (configuration not stated)
-3	O=C(CN1CCC(NS(=O)(=O)c2ccccc2)CC1)NCc1ccccc1
-8	Cc1ccc(S(=O)(=O)N(C)CC(=O)N2CCC(C(N)=O)CC2)cc1
-6	CCOC(=O)C1CCN(C(c2ccncc2)c2c(O)cc(C)n(Cc3ccco3)c2=O)CC1 (configuration not stated)
-9	CC(Oc1ccc(Cl)cc1Cl)C(=O)Nc1ccc(N2CCCC2=O)c(Cl)c1 (configuration not stated)
-15	O=C(c1cccc(F)c1F)N1CCCC2(CCNCC2)CC1
-7	Cc1ccccc1C1=NOC2CN(c3ccc(C(N)=O)cc3)CC12 (configuration not stated)
20	Cc1nc2ccccc2n1CC1CC1(Cl)Cl (configuration not stated)
-6	CCCNC(=O)c1ccc(Cl)cc1N1CCCC1=O
-7	O=C(Nc1cc(C(=O)NCCc2cscn2)c2c(c1)ncn2C1CCCC1)c1ccccc1
-2	CC(C1CC1)N(C(=O)CS(=O)(=O)c1nccs1)C1CC1 (configuration not stated)
1	Cn1nc(C(=O)NCc2ccc3[nH]c4c(c3c2)CCCC4)ccc1=O
-8	Cc1ccc(NC(=O)CC(C)n2cncn2)cc1 (configuration not stated)
-9	O=C(c1cccs1)N(CCN1CCOCC1)c1nc2c(F)cccc2s1
-19	O=c1oc2ccccc2c2c1SC(C(F)(F)F)C2 (configuration not stated)
-1	O=C(Nc1ccc2c(c1)OCCO2)c1csc(-c2cc3ccccc3[nH]2)n1
4	CC(NS(=O)(=O)c1ccc(F)cc1F)C1CC2CCC1C2 (configuration not stated)
-4	OC(CSc1nnc(N2CCCCC2)n1CC1CCCO1)c1ccccc1 (configuration not stated)
-13	CC1=C(C(=O)N2CCOc3ccccc3C2)C(c2cccnc2)NC(=O)N1 (configuration not stated)

Later entries
SMILES	mcGAS RapidFire
CCC(CC)C(=O)NCCCn1nc(-c2ccncc2)ccc1=O	-6
Clc1ccc(-c2cnc(CSc3nnnn3C3CCCC3)o2)cc1	0
O=S1(=O)NC(=NCCc2ccc(F)cc2)c2ccccc21	0
Cc1[nH]c(-c2ccccc2)nc1C(=O)NC1CCCN(Cc2ccccn2)C1 (configuration not stated)	-8
CC(c1cccs1)N(C)CC(=O)c1c(N)n(C)c(=O)n(C)c1=O (configuration not stated)	-7
CSc1cccc(NC(=O)N2CCCCC2CCn2ccnc2C)c1 (configuration not stated)	-23
CC1CC1NC(=O)c1ncoc1-c1ccc2c(c1)OCCO2 (configuration not stated)	-13&1
COc1cccc2cc(-c3nnc(Nc4ccc(Oc5ccc6ccccc6c5Cl)c(Cl)c4)s3)c(=O)oc12	-9
COCCn1nc(C(=O)N2CCC(c3ncc(-c4ccc(F)c(F)c4)[nH]3)CC2)ccc1=O	5
CC1(C)CN(C(=O)NCCCOCC2CC2)CCS1	-6
CC(C)c1nc(-c2ccc3ccccc3n2)n(-c2ccccn2)n1	-14
CCOC(=O)c1cccnc1N1CCn2nc(C(=O)N3CCOCC3)cc2C1	-13
CCc1c(-c2csc(N3CCSCC3)n2)[nH]c(C)c1C(C)=O	-1
O=C(CCc1ccncc1)N1CCOC(CC2CCCCC2)C1 (configuration not stated)	-5
Nc1ccc(S(=O)(=O)c2cccc(N)c2)cc1	-10
COC(=O)c1cc2n(n1)CCN(Cc1nc(C(C)C)cs1)C2	-2
COc1ccc(-c2cn3c(CCC(=O)N4CCN(c5ccccc5)CC4)csc3n2)cc1	-5
O=C(c1cncc(N2CCOC(c3ccc(Cl)cc3)C2)n1)N1CCCC1 (configuration not stated)	4
Cn1c(SCC(=O)N2CCCCCCC2)nnc1C1COc2ccccc2O1 (configuration not stated)	-4
COc1ccccc1NCC(O)COc1cc(Cl)ccc1Cl (configuration not stated)	4
c1cnc(-c2nc(Cn3cnnc3)cs2)nc1	-13
COc1cccc2c(C)c(C(=O)NCCN3CCN(C)CC3)oc12	-4
CC(OC(=O)c1cc(Cl)ccc1O)C(=O)NC(N)=O (configuration not stated)	1
COc1ccc(C2CCCN2C(=O)c2ccc3c(c2)OCC(=O)N3)cc1 (configuration not stated)	-8
Fc1ccc(C2CC(c3ccc(Br)cc3)=Nc3nnnn32)cc1Br (configuration not stated)	-1
COc1ccc(-c2cc3c4c(C)n(C)c(C)c4c(C)nn3c2)cc1	-1
CCOC(=O)c1c(NC(=O)c2ccc(F)cc2)sc(C(=O)Nc2ccccc2OC)c1C	-3
CC(OC(=O)c1ccccc1NCc1ccco1)C(=O)NNC(=O)c1ccccc1 (configuration not stated)	-7
CCC(O)CN1CCN(Cc2cc(F)cc3cccnc23)CC1 (configuration not stated)	-13
c1ccc(-c2noc(CN3CCCC(c4ccccc4)C3)n2)cc1 (configuration not stated)	-6
Cc1ccsc1S(=O)(=O)N1CC[C@@H](c2ccc3c(c2)OCO3)[C@H](O)C1	-24
Fc1cccc(N2CCc3sccc3C2)n1	-1
CN1N=C(C(=O)Nc2nc(-c3ccccc3)c(-c3ccccc3)s2)CCC1=O	-2
NC(=N/N=C\c1cccc(O)c1)c1nonc1N	2
Cn1c(=O)[nH]c(=O)c2c1nc(SCCc1ccccc1)n2Cc1ccccc1	-7
Cc1c(C)c2c(c(C)c1O)CCC(C)(C(=O)N(C)Cc1ncc[nH]1)O2 (configuration not stated)	-5
Cc1[nH]cnc1-c1nccn1-c1cccc(N2CCNC2=O)c1	-6
CCNC(c1cccnc1)c1cc(C)cc(C)c1 (configuration not stated)	-1
CCC(C)c1ccc(Nc2nc(C)c(C)s2)cc1 (configuration not stated)	-6
O=C(Nc1ccncc1)N(CCc1ccccc1F)C1CCCC1	-11
O=C(O[C@@H]1Cc2c(O)cc(O)cc2O[C@@H]1c1ccc(O)c(O)c1)c1cc(O)c(O)c(O)c1	13
Cc1ccc(C(C)NCC(=O)Nc2ccc(Cl)c(C)c2)cn1 (configuration not stated)	-7
CCOC(=O)C1(C)CCCN1C(=O)c1cc(F)cc(F)c1 (configuration not stated)	0
CSCCC1NC(=O)c2ccccc2N(CC(=O)N(CCC#N)CC2CCCO2)C1=O (configuration not stated)	-1
O=C(c1nc2sccn2c1CNCCC1COc2ccccc2O1)N1CCCC1 (configuration not stated)	-5&4
CS(=O)c1ccc(C(=O)Nc2ccc(F)c(N3CCCC3=O)c2)cc1 (configuration not stated)	7
COC(=O)NCCOc1nc(N(C)C)nc(N(C)C)n1	-19
CCC(Sc1ncn[nH]1)C(=O)NCc1ccccc1 (configuration not stated)	-3
Cn1ncc2c(NCCN3CCOC3=O)nc(C(C)(C)C)nc21	-5
CC(=O)c1ccc(NC(=O)C(C)Sc2nc3ccccc3c(=O)n2C2CCCC2)cc1 (configuration not stated)	-4
O=S(=O)(NCc1ccccn1)C1=Cc2ccccc2CC1	-5
O=C(CCNC(=O)c1ccc(Cl)cc1)NCCN1C(=O)SC(=Cc2ccccc2)C1=O	-2
CC(c1ccc(F)cc1)n1cnc(-c2ccccc2)c1-c1cnc[nH]1 (configuration not stated)	-6
CCn1c(C2CCCNC2)nn(CCCS(=O)(=O)N(C)C)c1=O (configuration not stated)	-5
CCN(CC)c1ccc(C(=O)Cn2c(C)c(C(=O)N(C)Cc3ccc(F)cc3)sc2=O)cc1	-4
c1ccc2[nH]c(C3CCCN3)nc2c1 (configuration not stated)	0
CC(=O)Nc1ccc(NC(=O)NC2CCCn3c(C)nnc32)c(C(F)(F)F)c1 (configuration not stated)	-3
Cc1c(-c2ccccc2)oc2c(C(=O)N3CCOCC3)cccc2c1=O	-5
COc1nc2cn(C3CCCC3)c(O)c2cc1CNC(=O)c1cnc(C)s1	-18
CC(=O)N1CCN(c2ncccc2CNC(=O)c2n[nH]c3c2CCCC3)CC1	-4

Further records
SMILES	mcGAS RapidFire
CCc1cc(CN(C)C(CC)C(=O)Nc2ccccc2)on1 (configuration not stated)	-12
O=C(NCC1CCCCC1)N1CCCC2(CCNC2)C1 (configuration not stated)	-22
Cc1ccc(OCC(=O)N(C)CC2COc3ccccc3O2)c(Br)c1 (configuration not stated)	-7
COc1ccccc1N1CCN(c2nc(Nc3ccc(C)c(C)c3)c3nccnc3n2)CC1	23
CCOCC1CCN(C(=O)Nc2cc(-n3cccc3)ccc2F)C1 (configuration not stated)	-7
O=C(NNC(=O)C1CC1)C1CCCCC1	26
CC1CCCN(CC(=O)Nc2oc3ccccc3c(=O)c2-c2ccccc2)C1 (configuration not stated)	-5
Cc1cccc(N(CCC(N)=O)C2C=CCCC2)c1 (configuration not stated)	-5
COC(=O)c1ccc(NC(=O)Cn2nc(C)c3ccccc3c2=O)cc1	0
Cc1ccccc1-n1cc(CN(C)C(=O)C(=O)c2cccn2C)cn1	-6
COc1ccc(N2C(=O)CN(C(=O)CN3C(=O)c4ccccc4C3=O)CC2(C)C)cc1	-7

Not all compounds are listed; the hit share may differ from the screen's.
